Rab9 prom act – activates the Rab9 promoter. Huh7 Rab9 promoter-luciferase reporter, luminescence, 24 h. Potency, µM (highest dose often 9.22 µM), inactives show top-dose activation, negative = inhibition, most hits filed as activators. 320,000 tested, 2.8% active; further: % of control where 0% means no effect; nearly all actives have a fitted effect of over 60% in size
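Huh7 cells stably carrying a Rab9 promoter-luciferase reporter, 1500 cells per well in OP-MEM I with 10% FBS, treated with compound 24 hours at 37C. Luciferase activity read by luminescence after 10 minutes with Amplite reagent.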
ELG1 genotoxic – induces genotoxicity in HEK293T cells with luciferase-tagged ELG1. Potency, µM (highest dose often 46 µM), for the others: at the highest dose activity change, positive = activation, hits mostly activators. HEK293T ELG1-luciferase reporter, luminescence, 16 h. AID 504466. 330,000 tested, 1.3% active; further: % of control where 0% means no effect; nearly all actives have a fitted effect of over 60% in size
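Reporter readout depends on ELG1 protein level, which increases with genetic stress. After 16 hr compound exposure at 37 °C, luciferase activity was quantified using ONE-Glo.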
FLuc counter – inhibits or activates purified firefly luciferase, miR-21 counter-screen; Potency, µM (doses to about 57.5 µM), inactives show at the highest dose activity change, negative = inhibition, most hits filed as inhibitors; AID 588342; 360,000 tested, 6.9% active; purified FLuc, Km substrates, luminescence inhibition; P08659;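 further: plate controls were vehicle for no effect and reference inhibitor for full effect; nearly all actives have a fitted effect of over 55% in size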
Target sequence (P08659 whole entry, looked up): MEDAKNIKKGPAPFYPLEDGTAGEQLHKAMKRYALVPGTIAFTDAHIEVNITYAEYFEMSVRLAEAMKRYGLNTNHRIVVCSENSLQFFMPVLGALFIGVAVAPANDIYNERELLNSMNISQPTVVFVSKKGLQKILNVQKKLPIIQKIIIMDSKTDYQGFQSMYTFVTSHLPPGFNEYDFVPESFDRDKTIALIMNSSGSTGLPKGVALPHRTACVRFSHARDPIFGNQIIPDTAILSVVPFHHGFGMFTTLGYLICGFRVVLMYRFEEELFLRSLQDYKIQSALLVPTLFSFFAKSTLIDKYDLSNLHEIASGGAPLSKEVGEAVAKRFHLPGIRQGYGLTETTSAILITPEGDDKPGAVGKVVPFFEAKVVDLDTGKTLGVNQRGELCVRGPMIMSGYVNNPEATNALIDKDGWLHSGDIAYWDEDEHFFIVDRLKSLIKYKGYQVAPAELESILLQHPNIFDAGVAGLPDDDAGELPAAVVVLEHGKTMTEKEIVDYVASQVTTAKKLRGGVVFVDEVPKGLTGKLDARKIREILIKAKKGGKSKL
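Biochemical qHTS of compounds, final roughly 60 µM downward over six points, against 10 nM purified firefly luciferase using Km concentrations of substrates (10 uM D-luciferin, 10 uM ATP) in Tris acetate pH 7.5 buffer; luminescence output.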
BRCA1 expr act – BRCA1 expression activation | Potency, µM (series often up to 46.1 µM), for inactives: top-dose activation, most hits filed as activators | 380,000 tested, 1.1% active | MCF7-BRCA1-FFLuc reporter, luminescence, 48 h; response scale: scaled: vehicle 0%, 10 µM genistein 100%; further: nearly all actives have a fitted effect of over 80% in size; some results filed as inactive show a strong effect at the top dose
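First, MCF7-BRCA1-FFLuc cells (2000/well) attach for 2 h; next, compounds are pin-added and incubated 48 h at 37 °C; finally, luciferase reagent is added and luminescence read after 15 min.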
NPC1 promoter act – activators of NPC1 promoter | AID 485313 | 320,000 tested, 2.4% active | Huh7 NPC1 promoter luciferase reporter, 24 h | Potency, µM (series often up to 9.22 µM), without a hit: at the top dose activation, hits mostly activators;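 further: % of control where 0% means no effect; nearly all actives have a fitted effect of over 60% in size; reporter is driven by a mutant NPC1 promoter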
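Compounds in DMSO were transferred onto Huh7 NPC1-luciferase reporter cells pre-incubated 2 h; after 24 h at 37 °C, Amplite reagent was dispensed and luminescence recorded 10 min later.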
p53 reactivation – re-activators of mutant p53; H1299 p53-A138V BP100-luciferase reporter, luminescence, 24 h; Potency, µM (highest dose often 92.2 µM), for the others: at the highest dose activity change, positive = activation, most hits filed as activators; 320,000 tested, 0.063% active; AID 504706; further: % of control where 0% means no effect; nearly all actives have a fitted effect of over 45% in size
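p53-null H1299 cells stably carrying temperature-sensitive p53-A138V and a BP100-luciferase reporter were pinned with compounds (4-point, 1:5 series) and held 24 hrs at 37 deg C. Luminescence was read 10 min after detection reagent.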
MBNL1 CUG block – inhibitors of human MBNL1 binding to CUG repeat RNA; AID 2675; Potency, µM (highest dose often 57.5 µM), for inactives: top-dose activity change, negative = inhibition, hits mostly inhibitors; Q9NR56; 280,000 tested, 0.036% active; TR-FRET MBNL1-His/biotin-(CUG)12 binding, 665/545 ratio; active means well fitted inhibition curve with a large enough effect in the signal ratio, with a control signal flat, not every such curve was filed as active; inconclusive means small, poorly fitted or top-dose-only effect, or effect the other way, or a change in a side signal; inactive means no such curve, though single readings can be large or run the other way; the % refers to the signal ratio; further: on the % scale 0 is the no-effect control and ±100 the full control effect
Target sequence (Q9NR56 whole entry, looked up): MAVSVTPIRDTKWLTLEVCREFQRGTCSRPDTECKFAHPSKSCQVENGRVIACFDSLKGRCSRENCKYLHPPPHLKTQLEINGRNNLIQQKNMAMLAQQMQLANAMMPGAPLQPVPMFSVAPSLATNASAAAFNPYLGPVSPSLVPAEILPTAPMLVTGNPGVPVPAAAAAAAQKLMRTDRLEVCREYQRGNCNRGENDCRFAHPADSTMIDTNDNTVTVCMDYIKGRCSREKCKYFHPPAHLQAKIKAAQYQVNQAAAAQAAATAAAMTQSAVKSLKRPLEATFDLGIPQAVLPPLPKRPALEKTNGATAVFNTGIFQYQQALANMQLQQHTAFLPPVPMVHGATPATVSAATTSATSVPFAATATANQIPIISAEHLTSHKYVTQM
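TR-FRET readout: Ex 340 nm, 665/545 nm emission ratio, normalized to buffer-only (basal) and MBNL1-(CUG)12 controls. Complex of MBNL1-His with Biotin-(CUG)12, compounds 92 nM–58 uM, incubated 60 min at room temperature.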
Gal4-VP16 FLuc – counter-screen for ROR gamma inhibitors: Gal4-VP16 reporter | Drosophila S2 Gal4-VP16 UAS-luciferase, luminescence, 20 h | Potency, µM (titrated, usually from 53.6 µM), inactives show top-dose activity, negative = inhibition, hits mostly inhibitors | 310,000 tested, 3.5% active | AID 2546;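 further: Gal4-VP16 expression switched on by copper sulfate through the metallothionein promoter; on the % scale 0 is the no-effect control and ±100 the full control effect; nearly all actives have a fitted effect of over 50% in size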
uPA generation – cell surface uPA generation inhibition; AID 540303; cell surface uPA generation assay, qHTS; Potency, µM (doses to about 38.3 µM), inactives show at the highest dose activity change, negative = inhibition, actives largely listed as inhibitors; 330,000 tested, 0.31% active; active means well fitted inhibition curve with a large enough effect; inconclusive means small, poorly fitted or top-dose-only effect; inactive means no such curve, though single readings can be large or run the other way; tested in mouse RAW 264.7 cells; further: on the % scale 0 is the no-effect control and ±100 the full control effect; nearly all actives have a fitted effect of over 55% in size
RORg inh – ROR gamma (mouse) transcription inhibition; Drosophila S2 Gal4-RORgamma UAS-luciferase reporter, 20 h; Potency, µM (top dose mostly 53.6 µM), for inactives: top-dose activity change, negative = inhibition, most hits filed as inhibitors; AID 2551; P51450; 310,000 tested, 5.4% active; further: on the % scale 0 is the no-effect control and ±100 the full control effect; nearly all actives have a fitted effect of over 60% in size
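In this cell-based reporter format, copper sulfate (700 uM final) drives Gal4–ROR gamma fusion expression from a metallothionein promoter in Drosophila Schneider cells; compounds preincubated 1 hr, reporter read after 20 hr at ambient temperature.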
* hit, by the source's call; ? = inconclusive; / = not tested or not shown; [ ] = another dose, or the depositor's remark. Unless noted, the call rests on the fitted dose curve; in most records, active means well fitted curve in the direction sought with a large enough effect; inconclusive means small, poorly fitted or top-dose-only effect, or another doubt; inactive means no such curve, though single readings can be large; an effect the other way counts as inactive or inconclusive. Potency means the concentration at half of the fitted maximal effect.

SMILES	Rab9 prom act	ELG1 genotoxic	FLuc counter	BRCA1 expr act	NPC1 promoter act	p53 reactivation	MBNL1 CUG block	Gal4-VP16 FLuc	uPA generation	RORg inh
Cc1ccc(NC(=O)C(=O)c2c(-c3ccccc3)cc3ccccn23)cc1S(=O)(=O)N1CCOCC1	-5%	-9%	10%	2%[1.84 µM]	-3%	-6%	?	-5%	-2%	8%
CCOC(=O)c1cc(NC(=O)Nc2ccccc2OC)c(C)nc1C	-6%	-4%	0%	-33%	-3%	-10%	-3%	2%	1%	-10%
OC(COc1ccc2ccccc2c1)Cn1cncn1 (stereo not given)	-1%	6%	?	4%	-1%	10%	-9%	7%	3%	21%
O=C(NCCSCc1ccco1)Nc1cc(Cl)cc(Cl)c1	-6%	-5%	27µM*	3%	-4%	14%	-3%	-2%	2%	?
O=C(Nc1ncn[nH]1)c1cc([N+](=O)[O-])ccc1Cl	4%	-1%	-1%	3%	2%	/	?	-10%	19%	-15%
CCOc1ccc(/C(CCC(=O)O)=N/NC(=S)NC(C)C)cc1	0%	4%	-4%	5%	-2%	-2%	1%	?	-5%	11µM*
CC(C)=N/N=C(\c1cccc([N+](=O)[O-])c1)C12CN3CN(CN(C3)C1)C2	-7%	0%	-2%	1%	-3%	-6%	21%	-2%	8%	4%
C=CCNS(=O)(=O)c1ccc2c(c1)n(C)c(=O)n2C	-1%	13%	-4%	0%	1%	6%	-3%	7%	-1%	-23%
C[C@H](CO)N1C[C@H](C)[C@@H](CN(C)C(=O)Nc2ccc3c(c2)OCO3)Oc2ccc(NS(=O)(=O)c3cn(C)cn3)cc2C1=O	/	0%	/	-1%	/	2%	/	/	0%	/
O=C(OCC(=O)N1CCN(C(=O)c2ccco2)CC1)c1ccccc1OCc1ccccc1	-4%	0%	-3%	-2%	2%	1%	1%	-6%	2%	22%
O=C(NCCN1CCOCC1)c1cc(-c2ccc(Br)cc2)on1	-6%	1%	-15%	23%	0%	2%	-1%	4%	-16%	19%
C=CC[C@@H](CC(=O)N[C@@H](CO)Cc1ccccc1)C(=O)N[C@@H](COC(=O)[C@@H](CC=C)Cc1ccc(F)cc1)Cc1c[nH]c2ccccc12	/	-1%	/	-24%	/	-3%	/	/	-8%	/
Cc1nc(SCC(=O)NC2CCS(=O)(=O)C2)c(C#N)c(C)c1C (stereo not given)	-1%	-1%	0%	-14%	-2%	9%	/	/	4%	/
CCCCCc1ccc(CC(=O)Nn2c(C)nc3ccccc3c2=O)cc1	-2%	-8%	4%	-41%	1%	-9%	0%	9%	-7%	-2%
COc1ccccc1C1CC(c2ccc(Cl)cc2Cl)Nc2nc(N)nn21 (stereo not given)	-11%	1%	-1%	-1%	0%	-3%	4%	-20%	5%	-14%
Cc1ccc(C)c(NS(=O)(=O)c2c(C)ccc3nsnc23)c1	-3%	1%	-1%	-14%	0%	-6%	?	-1%	6%	30%
O=C(Nc1nncs1)c1cc(-c2ccncc2)nc2ccc(Cl)cc12	-4%	15%	-2%	-26%	-1%	5%	-4%	11%	16%	-27%
Cc1cc(C)cc(NC(=O)COC(=O)CCCC2=NS(=O)(=O)c3ccccc3N2)c1	-2%	-1%	-16%	-9%	-5%	1%	-9%	4%	-5%	7%
C[N+](C)(C)CCOc1ccc([N+](=O)[O-])cc1	-6%	-10%	3%	4%	-2%	0%	22%	-1%[10 µM]	13%	-8%
COC(=O)CC(N)c1ccc(Br)cc1 (stereo not given)	-11%	0%	-2%	0%	-3%	-2%	-3%	0%	5%	18%
Cc1cc(NC(=O)CN(C)CCOc2ccccc2)ccc1Br	11%	-2%	-17%	-16%	-1%	4%	-21%	2%	6%	6%
Cc1c(OC(C(=O)O)c2ccccc2)ccc2c3c(c(=O)oc12)CCC3 (stereo not given)	2%	-3%	-1%	-4%	1%	-1%	-9%	6%	4%	4%
Cc1ccc(S(=O)(=O)N2CCOCC2)cc1C(=O)NCCc1ccc(Cl)cc1	/	-5%	/	-8%	/	-8%	/	/	0%	/
COc1cccc(CNC(=O)CCCNC(=O)c2ccc(Cl)cc2)c1	18%	2%	1%	0%	-1%	2%	?	2%	6%	-9%
CC(C(=O)Nc1ccc(Cl)cc1)N1C(=O)NC2(CCCC2)C1=O (stereo not given)	0%	-7%	5%	4%	-2%	-2%	-2%	4%	-2%	9%
CCOc1ccc2nc(SCC(=O)NCc3ccccc3OC)[nH]c2c1	1%	-5%	-1%	-24%	1%	0%	-3%	1%	6%	33%
CSc1ccc(Cl)c(C(=O)NCCOc2cc(C)ccc2C(C)C)c1	18%	-1%	-1%	-29%	1%	-1%	1%	5%	-2%	13%
O=C(CNC1CCCCC1)N1CCc2ccccc2C1	8%	0%	1%	0%	3%	2%	-7%	1%	4%	0%
COc1ccc(N(C)C(=O)c2ccc3c(Cl)c4c(nc3c2)CCCC4)c(OC)c1	-3%	-9%	1%	-36%	-1%	-20%	13%	-11%	-20%	6%
CCn1c(SCC(=O)N2CCCC2)nc2ccccc2c1=O	15%	-1%	0%	-12%	0%	-3%	2%	8%	/	2%
COc1ccccc1CC1CC(=O)N(c2ccccc2)C1=O (stereo not given)	3%	0%	1%	3%	-2%	-7%	2%	7%	17%	0%
N#CC1=C(SCc2ccccc2)NC(=O)CC1c1ccc(O)cc1 (stereo not given)	4%	1%	-31%	-28%	1%	-15%	?	-11%	/	15%
COCc1[nH]nc2c1C(c1ccc(F)cc1F)C(C#N)=C(N)O2 (stereo not given)	3%	-3%	3%	-12%	1%	-1%	7%	-1%	2%	21%
CCOC(=O)N1CCC(NC(=O)c2cc(COc3c(C)cccc3C)on2)CC1	-1%	-4%	-2%	-9%	1%	0%	2%	3%	-3%	11%
COC(=O)C1=C(C)N(Cc2ccccc2)C(=NCc2ccc(OC)cc2)N[C@H]1c1ccc(Br)cc1	-7%	/	3%	/	0%	/	-16%	0%	/	-8%
COc1ccc(CN2C(=O)c3ccc(C(=O)O)cc3C2=O)cc1	0%	0%	2%	-8%	-5%	-1%	?	2%	-2%	4%
O=C(COC(=O)c1cccc(O)c1)Nc1ccc(N2CCOCC2)cc1	-3%	-2%	-23%	18%	0%	9%	/	/	17%	/
O=C(NCC1CCCO1)c1c(O)c2ccccc2[nH]c1=O (stereo not given)	?	?	-9%	1%	?	12%	-11%	2%	-2%	13%[10 µM]
COc1ccc(-c2noc(CCC(=O)NC3CCN(Cc4ccccc4)CC3)n2)cc1	-7%	-1%	0%	-31%	-3%	2%	-5%	?	0%	32%
COCCn1c(SCC(=O)Nc2nnc(C)s2)nnc1-c1ccoc1C	-8%	1%	-2%	-13%	-1%	3%	1%	-8%	/	13%
COc1cccc(CNc2ccc(C)c(Cl)c2)c1	12%	0%	-20%	41%	11%	16%	-1%	8%	1%	19%
COc1ccccc1-c1c(C(F)(F)F)oc2cc(OC(=O)c3ccc([N+](=O)[O-])cc3)ccc2c1=O	1%	-4%	-11%	-27%	-3%	-7%	?	-12%	-9%	33%
CC12CC3CC(C)(C1)CC(C(=O)NCc1ccncc1)(C3)C2	2%	0%	1%	0%	1%	14%	-4%	-3%	-5%	6%
CC1CCCCC1NC(=O)CSc1nnc(N)s1 (stereo not given)	-2%	0%	1%	11%	0%	1%	13%	-2%	5%	-8%
C#CCOC(=O)CCC(=O)NCCc1ccccc1	5%	-1%	-6%	-2%	-4%	4%	10%	16%	-1%	-2%
Cc1ccc(/C=N\NC(=O)Cc2cccn2C)o1	-6%	1%	-5%	23%	-4%	-1%	15%	13%	0%	3%
CCC(C)NC(=O)Cn1cc(S(=O)(=O)N2CCCC2)c(S(=O)(=O)N2CCCC2)c1 (stereo not given)	-5%	1%	-1%	2%	-9%	4%	3%	-5%	-4%	-7%
CCOCCn1c(CN(C)Cc2ccccc2)nc2c1c(=O)n(C)c(=O)n2C	2%	-2%	2%	-8%	-4%	9%	-5%	3%	-1%	1%
CC(C)(CNC(=O)c1ccc(-c2cccc(C(F)(F)F)c2)o1)N1CCOCC1	-5%	20%	3%	-31%	-4%	-3%	/	/	0%	/
Cc1ccc(S(=O)(=O)N2CCN(C(=O)c3cccc(F)c3)CC2)cc1	/	/	0%	1%	/	/	7%	-10%	-5%	9%
Cn1cc(CN2CC3C[C@@H]4CC2C[C@H](C3)C4)c(-c2ccc3c(c2)OCCO3)n1	-2%	8%	-14%	-10%	-4%	3%	4%	-22%	-2%	12%
CCOC(=O)c1cc2c(=O)n3cccc(C)c3nc2n(C)c1=N	-4%	2%	-4%	/	5%	5%	?	2%	/	-10%[10 µM]
Cc1cc(C)cc(N(CC(=O)NCCSc2ccccn2)S(=O)(=O)c2ccccc2)c1	0%	-9%	-1%	-37%	-2%	-4%	-14%	-2%	14%	24%
O=C(COC(=O)c1ccc(NS(=O)(=O)c2ccc3c(c2)OCCO3)cc1)NC1CCS(=O)(=O)C1 (stereo not given)	-5%	1%	1%	9%	-6%	-1%	-1%	0%	11%	21%
CC(C)(C)NC(=O)C1CCN(S(=O)(=O)c2cccc(C(F)(F)F)c2)CC1	7%	5%	-2%	-2%	-9%	0%	1%	-6%	-3%	40%
